Bcl-2 Bim block – inhibitors of Bim-Bcl-2 binding, primary screen, biochemical, multiplexed, human Bcl-2 family; Apoptosis regulator Bcl-2 (Homo sapiens), P10415; Bead-based flow cytometry, Bim peptide-Bcl-2 binding; inhibition, % at 10 µM; 0.06% of 190,000 active; in the data active means inhibition above about 40%; inconclusive means no clear call, values can overlap the other calls;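 further: 0% = no compound wells with probe peptide and 100% = reference peptide inhibitor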
GSH fluor – compound fluorescence on glutathione beads, profiling panel, artefact control, biophysical, 488/530 nm, flow cytometry; GSH beads flow cytometry, compound fluorescence 488/530 nm; active compounds read high; fluorescence (KMESF) at 10 µM; 0.25% of 190,000 active; in the data active means fluorescence above about 89;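 further: glutathione beads carrying GST-tagged Bcl family fusion proteins plus one bare bead set; values are compound well signal with DMSO vehicle wells as background; inactives centre near 16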
Bcl-B Bim block – inhibitors of Bim-Bcl-B binding, primary screen, biochemical, multiplexed, human Bcl-2 family | inhibition, % at 10 µM | bead-based flow cytometry, Bim peptide-Bcl-B binding | AID 951, 2007 | 0.073% of 190,000 active | Bcl-2-like protein 10 (Homo sapiens), Q9HD36;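 further: 0% = tracer peptide without compound and 100% = reference inhibitor peptide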
ABCG2 block – ABCG2 efflux pump inhibitors, primary screen, multiplex with ABCB1, IgMXP3 cells, flow cytometry | Broad substrate specificity ATP-binding cassette transporter ABCG2 (Homo sapiens), Q9UNQ0 | JC-1 efflux | inhibition, % at 6.6 µM | 0.1% of 190,000 active | AID 1325, 2008;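 active means inhibition above 80%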;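 further: 0% = DMSO and 100% = nicardipine control wells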
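Measure – % inhibition of efflux relative to nicardipine and DMSO · Test system – ABCG2 IgMXP3 and barcoded ABCB1 CCRF-Adr cell mix · Control set – nicardipine as high control, DMSO as low control · Compound – one concentration, 6.6 µM final · Signal – flow cytometry of retained JC-1 fluorescence · Timing – 10 min exposure at 25 °C with rotation, no wash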
ABCB1 block – ABCB1 efflux pump inhibitors, primary screen, cell-based, multiplex, flow cytometry, ABCG2 counter-screen | ATP-dependent translocase ABCB1 (Homo sapiens), P08183 | CCRF-Adr cells, JC-1 efflux | inhibition, % at 6.6 µM | 0.067% of 190,000 active | AID 1326, 2008; in the data active means inhibition above about 40%;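 further: 0% = vehicle and 100% = reference inhibitor; higher value means more JC-1 retained so stronger ABCB1 efflux block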
Target sequence (P08183 whole entry, looked up): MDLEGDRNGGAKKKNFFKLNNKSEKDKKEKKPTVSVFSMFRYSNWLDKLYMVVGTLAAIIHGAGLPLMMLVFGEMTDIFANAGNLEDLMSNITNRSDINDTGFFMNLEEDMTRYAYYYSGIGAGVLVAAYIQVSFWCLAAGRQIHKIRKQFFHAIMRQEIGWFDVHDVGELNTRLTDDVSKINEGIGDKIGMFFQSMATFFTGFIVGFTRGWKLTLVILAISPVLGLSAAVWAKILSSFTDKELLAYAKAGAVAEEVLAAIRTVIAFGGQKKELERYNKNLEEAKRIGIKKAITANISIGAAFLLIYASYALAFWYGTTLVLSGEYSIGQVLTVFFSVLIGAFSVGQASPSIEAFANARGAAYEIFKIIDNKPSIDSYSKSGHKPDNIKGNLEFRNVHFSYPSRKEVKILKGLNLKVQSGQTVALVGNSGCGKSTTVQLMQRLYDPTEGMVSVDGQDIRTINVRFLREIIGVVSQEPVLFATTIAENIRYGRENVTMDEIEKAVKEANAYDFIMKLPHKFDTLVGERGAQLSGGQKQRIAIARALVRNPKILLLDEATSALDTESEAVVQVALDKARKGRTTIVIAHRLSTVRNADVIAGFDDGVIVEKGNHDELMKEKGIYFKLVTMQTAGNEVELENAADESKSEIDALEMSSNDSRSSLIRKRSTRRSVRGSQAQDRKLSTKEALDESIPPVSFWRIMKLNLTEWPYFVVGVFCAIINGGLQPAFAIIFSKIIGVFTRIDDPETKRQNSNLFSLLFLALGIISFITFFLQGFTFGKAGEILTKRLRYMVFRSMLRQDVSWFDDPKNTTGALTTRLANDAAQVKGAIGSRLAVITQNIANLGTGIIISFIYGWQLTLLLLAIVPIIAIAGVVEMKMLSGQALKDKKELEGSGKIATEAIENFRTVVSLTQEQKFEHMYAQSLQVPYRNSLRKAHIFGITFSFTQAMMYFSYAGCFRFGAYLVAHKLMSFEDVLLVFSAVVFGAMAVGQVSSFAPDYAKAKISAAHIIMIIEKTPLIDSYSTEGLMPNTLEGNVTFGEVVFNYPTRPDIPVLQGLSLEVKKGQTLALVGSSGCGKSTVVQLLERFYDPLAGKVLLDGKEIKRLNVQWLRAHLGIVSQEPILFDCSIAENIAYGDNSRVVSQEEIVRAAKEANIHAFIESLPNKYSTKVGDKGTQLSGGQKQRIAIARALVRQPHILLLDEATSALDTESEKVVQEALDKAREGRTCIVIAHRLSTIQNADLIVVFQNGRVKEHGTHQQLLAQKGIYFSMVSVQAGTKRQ
RGS4-Gao reg – modulators of RGS4 binding to Galphao, primary screen, biochemical, multiplexed bead flow cytometry | Guanine nucleotide-binding protein G(o) subunit alpha (Homo sapiens), P09471 | actives lie on both sides | binding response (% of control), % at 10 µM | 0.33% of 220,000 active; in the data active means binding response below about 49% or above about 150%; inactive means in between;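 further: fluorescent Galphao activated with aluminum fluoride binding bead-coupled RGS4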
Bcl-W Bim block – inhibitors of Bim binding to Bcl-W, primary screen, biochemical, multiplexed, bead-based flow cytometry; Bim peptide-Bcl-W binding; inhibition, % at 10 µM; 0.02% of 190,000 active;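 further: 0% = bound tracer without compound and 100% = peptide blocker; higher means less fluorescent Bim peptide bound to Bcl-W beads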
RGS7-Gao reg – RGS7-Galphao binding modulators, primary screen, biochemical, multiplexed bead flow cytometry; actives lie on both sides; binding response (% of control), % at 10 µM; 0.35% of 220,000 active; AID 1439, 2008; in the data active means binding response below about 49% or above about 150%; inconclusive means no clear call, values can overlap the other calls; inactive means in between;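 further: fluorescent Galphao held in activated GDP-AlF4 state binding bead-coupled RGS7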
Bcl-XL Bim block – inhibitors of Bim-Bcl-XL binding, primary screen, biochemical, multiplexed, bead flow cytometry, human Bcl-XL; Bcl-2-like protein 1 (Homo sapiens), Q07817; Bim peptide-Bcl-XL binding, fluorescence; inhibition, % at 10 µM; 0.04% of 190,000 active
Avidin fluor – green autofluorescence of compounds with avidin beads – biophysical, 488/530 nm, flow cytometry, artefact control, profiling panel | fluorescence (KMESF) at 10 µM | compound fluorescence 488/530 nm; active compounds read high | 0.38% of 220,000 active; in the data active means fluorescence above about 47; further: inactives centre near 10
Bim-Bfl-1 – inhibitors of Bim binding to Bfl-1, primary screen, biochemical, multiplexed, bead-based flow cytometry; Bcl-2-related protein A1 (Homo sapiens), Q16548; Bim-Bfl-1 binding inhibition; inhibition, % at 10 µM; 0.12% of 190,000 active; AID 1008, 2008;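 further: 0% = wells without compound plus tracer and 100% = blocker peptide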
* hit, by the source's call; ? = inconclusive; . = no result given. Unless noted, no stated cut-off is given here; in the data, active means inhibition above about 40%.

SMILES	Bcl-2 Bim block	GSH fluor	Bcl-B Bim block	ABCG2 block	ABCB1 block	RGS4-Gao reg	Bcl-W Bim block	RGS7-Gao reg	Bcl-XL Bim block	Avidin fluor	Bim-Bfl-1
Cc1nn2c(CN(C(=O)COc3ccccc3)c3ccccc3)nnc2c2ccccc12	-10.0	8	-8.0	-0.7	0.9	92.5	-4.0	97.6	-6.0	13	-15.0
O=C(O)c1cccnc1SC1CC(=O)N(Cc2ccccc2)C1=O (stereo unspecified)	-13.0	39	-11.0	2.1	1.8	101.5	-5.0	101.2	-11.0	13	-14.0
Cc1cc(C)n2c(Nc3ccc4c(c3)OCCO4)c(-c3ccco3)nc2n1	5.0	19	1.0	-3.8	-2.4	102.1	1.0	102.3	-2.0	9	-4.0
Cc1cccc(C)c1NC(=O)Cn1nnc(-c2ccc(CN3CCC(C)CC3)cc2)n1	-1.0	12	-5.0	2.7	1.4	104.9	0.0	?	0.0	9	-6.0
C=CCNC(=O)CCCCC(=O)NCC=C	-4.0	44	-3.0	0.3	-0.2	101.3	4.0	98.3	3.0	17	-10.0
Cc1ccc(NCc2ccc(O)c3ncccc23)cc1C	-3.0	12	-3.0	-5.7	-0.8	98.2	-1.0	99.8	-3.0	10	-4.0
Nc1ccn(Cc2cccc(Cl)c2)n1	-6.0	15	-6.0	-3.5	-1.5	105.1	3.0	103.4	4.0	5	0.0
COc1cc(OC)cc(C(=O)NNC(=S)NCc2ccco2)c1	-3.0	16	-25.0	5.8	-0.3	99.2	-1.0	?	-4.0	9	0.0
O=C(NCCN1CCOCC1)c1ccccc1[N+](=O)[O-]	-1.0	10	-3.0	1.7	0.2	112.5	-5.0	112.0	-4.0	10	-3.0
Cc1nnc(Nc2ccc3c(c2)OCO3)c2ccccc12	-2.0	19	0.0	-0.5	-0.4	98.8	0.0	102.8	0.0	8	-2.0
Cc1cc(-c2ccn[nH]2)c(C)s1	-5.0	18	-7.0	0.7	0.7	100.9	-2.0	98.0	-5.0	6	-6.0
COC(CNS(=O)(=O)c1ccc(S(=O)(=O)N2CCCC2)cc1)OC	-5.0	53	-3.0	-0.1	-0.2	100.2	-7.0	100.7	-6.0	9	-5.0
CCCNC(=O)CSC1=N/C(=C/c2ccc(F)cc2)C(=O)N1CC	-1.0	11	-2.0	9.1	0.7	103.1	-3.0	98.7	0.0	6	-1.0
O=C(NCCN1CCOCC1)c1cc(-c2ccccc2)on1	0.0	16	-6.0	2.1	0.5	98.8	-6.0	98.1	-4.0	16	-3.0
CCn1c(C)c2c([n+]1CC)CC(C)(C)CC2=O	-11.0	12	-10.0	1.0	0.3	104.8	-4.0	101.5	-5.0	9	-16.0
Cc1cccc(N2CCN(C(=O)c3ccc(CNc4c(N5CCC(C)CC5)c(=O)c4=O)cc3)CC2C)c1 (stereo unspecified)	-4.0	7	-2.0	5.5	0.8	100.5	-4.0	100.7	-2.0	24	-4.0
O=C(NNC(=O)c1ccc(-c2ccccc2)cc1)c1ccccc1	-8.0	18	-14.0	0.7	0.4	108.5	-7.0	107.6	-10.0	8	-16.0
O=C(c1nsc(Cl)c1Cl)N1CCCCC1	-1.0	10	-2.0	1.2	0.6	102.1	0.0	97.8	2.0	18	-2.0
CC(C)=CCCC(C)CN1CCC(N2CCC(C(=O)N3CCOCC3)CC2)CC1 (stereo unspecified)	-4.0	11	-4.0	-0.8	-0.3	99.5	-2.0	101.4	0.0	3	-4.0
CS(=O)(=O)N1CCN(c2ccccc2NC(=S)NC(=O)c2ccccc2[N+](=O)[O-])CC1	-6.0	12	-4.0	25.9	32.2	102.2	-1.0	99.9	-5.0	7	-4.0
Cc1nc2c(-c3ccccc3)c(C)[nH]n2c(=O)c1Cc1ccccc1	4.0	12	3.0	5.3	0.3	94.3	3.0	100.2	4.0	10	-3.0
Cc1oc(-c2ccccc2)nc1CC(=O)O	-6.0	24	-6.0	15.6	0.5	103.3	1.0	97.6	0.0	21	-13.0
CCOC(=O)C1CCN(C(C(=O)NC2CCCC2)c2ccc(C)cc2)CC1 (stereo unspecified)	-6.0	23	-5.0	1.5	0.1	96.9	0.0	96.0	-3.0	6	-10.0
CCc1ccc(OCCCC(=O)Nc2ccc(N3CCOCC3)cc2)cc1	0.0	11	-2.0	2.3	0.6	101.4	1.0	102.4	-2.0	11	-3.0
COC(=O)CCC(=O)Nc1ccc(S(=O)(=O)N2CCCCCC2)cc1	-5.0	35	-11.0	8.9	0.3	102.1	-3.0	103.4	-8.0	11	-11.0
CC1CCC(C(=O)NC(C(=O)NCc2cccnc2)C(C)C)CC1 (stereo unspecified)	-10.0	40	-9.0	1.5	0.6	101.8	0.0	102.8	2.0	6	-16.0
O=S(=O)(Cc1ccccc1Cl)CC(O)COc1ccccc1Cl (stereo unspecified)	-7.0	62	-6.0	2.3	0.7	96.1	4.0	101.7	2.0	8	-10.0
COC(=O)c1c(C)nc(C)c(C(=O)OC)c1-c1cccs1	?	31	.	1.9	0.7	93.7	.	101.3	.	18	.
COc1ccc(C(=O)Nc2cc(C(F)(F)F)ccc2-n2cnc3ccccc32)cc1	-9.0	11	-7.0	2.6	0.4	93.3	-3.0	93.5	-8.0	6	-6.0
Cc1cc(=O)[nH]c(Nc2c(C)n(C)n(-c3ccccc3)c2=O)n1	-8.0	58	-6.0	3.0	0.4	115.9	-1.0	112.5	1.0	9	-7.0
CCOc1ccc(C(C)NC(=O)C2CCC2)cc1 (stereo unspecified)	-1.0	10	-1.0	1.2	0.0	98.8	-2.0	100.9	-6.0	4	6.0
COc1ccc(S(=O)(=O)N2CCN(C(=O)c3c(C)nn(-c4ccccc4)c3Cl)CC2)cc1	-8.0	27	-11.0	11.1	2.4	102.6	-5.0	100.4	-11.0	10	-8.0
CN(C)CCN(Cc1cc2cc3c(cc2[nH]c1=O)OCO3)C(=S)NCC1CCCO1 (stereo unspecified)	0.0	14	-10.0	-2.1	-0.2	94.5	0.0	100.3	0.0	11	2.0
Cc1ccc(SCCC(=O)Nc2ccccc2Br)cc1	-3.0	15	0.0	0.2	0.0	103.5	0.0	109.7	-1.0	12	-7.0
CC(C)NC(=O)c1ccccc1NC(=O)Cc1ccc(Cl)cc1	2.0	7	0.0	0.5	0.1	95.9	0.0	96.2	0.0	8	0.0
CCCC(C)NC(=O)c1nc(-c2ccccc2)n(-c2ccccc2)n1 (stereo unspecified)	-12.0	9	-9.0	10.3	1.1	100.5	-1.0	99.4	-8.0	12	-11.0
CCC(OC(=O)c1cccs1)C(=O)NCc1ccco1 (stereo unspecified)	-9.0	24	-7.0	1.4	0.6	101.6	0.0	106.0	-4.0	27	-8.0
CCOC(=O)C1CCN(S(=O)(=O)c2ccc3c4c(cccc24)C(=O)N3)CC1	-1.0	17	-2.0	3.7	0.5	95.9	-1.0	98.9	-4.0	4	-5.0
O=C1c2ccccc2C(=O)N1CCSc1nc2ccccc2c(=O)n1CCCN1CCOCC1	-5.0	11	-1.0	27.3	6.3	99.6	-2.0	97.0	-3.0	10	-4.0
O=C(CN1C(=O)c2ccccc2C1=O)OCCOCCN=C1NS(=O)(=O)c2ccccc21	-4.0	11	-4.0	-0.3	0.1	111.6	0.0	107.0	-3.0	12	-7.0

In a second layout: entries from further up
SMILES,Bcl-2 Bim block,GSH fluor,Bcl-B Bim block,ABCG2 block,ABCB1 block,RGS4-Gao reg,Bcl-W Bim block,RGS7-Gao reg,Bcl-XL Bim block,Avidin fluor,Bim-Bfl-1
COc1ccc(S(=O)(=O)N2CCN(C(=O)c3c(C)nn(-c4ccccc4)c3Cl)CC2)cc1,-8.0,27,-11.0,11.1,2.4,102.6,-5.0,100.4,-11.0,10,-8.0
CC1CCC(C(=O)NC(C(=O)NCc2cccnc2)C(C)C)CC1 (stereo unspecified),-10.0,40,-9.0,1.5,0.6,101.8,0.0,102.8,2.0,6,-16.0
Cc1nc2c(-c3ccccc3)c(C)[nH]n2c(=O)c1Cc1ccccc1,4.0,12,3.0,5.3,0.3,94.3,3.0,100.2,4.0,10,-3.0

Continued:
SMILES	Bcl-2 Bim block	GSH fluor	Bcl-B Bim block	ABCG2 block	ABCB1 block	RGS4-Gao reg	Bcl-W Bim block	RGS7-Gao reg	Bcl-XL Bim block	Avidin fluor	Bim-Bfl-1
O=C(Nc1ccccc1)c1ccccc1C(=O)N1CCCCC1	-2.0	9	-4.0	-0.3	-0.3	100.9	2.0	100.1	-3.0	19	-7.0
COc1ccc(C2=NOC(C(=O)N3CCCc4ccccc43)C2)cc1 (stereo unspecified)	-1.0	18	-1.0	6.0	1.1	106.0	2.0	103.7	1.0	6	1.0
O=C(Nc1ccccc1Cl)c1cccs1	-1.0	13	1.0	2.8	0.5	97.1	3.0	94.5	-3.0	18	0.0
CC(C)(Oc1ccc(Cl)cc1)C(=O)Nc1cccnc1	-3.0	14	1.0	0.4	0.1	101.2	0.0	96.2	0.0	25	-2.0
O=C1C=C(N2CCN(C(=O)c3ccccc3)CC2)C2(CCCCC2)O1	-6.0	15	-4.0	2.5	0.4	96.3	0.0	98.3	0.0	9	-1.0
Cc1c(C)[n+](=O)c(-c2cccs2)c(C)n1[O-]	-7.0	21	-4.0	0.4	0.2	92.4	0.0	96.0	-4.0	30	-11.0
Cc1ccc(C(=O)NCC2(c3ccccc3)CCCC2)cc1	-5.0	20	-1.0	3.2	0.6	84.9	-3.0	87.0	0.0	33	0.0
CCN1CCN(c2nc3c(c(=O)[nH]c(=O)n3C)n2CCSc2nc3ccccc3s2)CC1	-10.0	20	-7.0	1.6	0.4	101.6	-3.0	100.0	-2.0	10	-12.0
CCOC(=O)N1CCN(C(=O)CSc2nnc(COc3ccccc3)o2)CC1	-8.0	19	-7.0	-0.9	-1.9	101.5	1.0	98.9	0.0	9	-12.0
COc1ccc(C2CC(c3ccccc3)=NN2C(=O)CSc2ncccn2)cc1 (stereo unspecified)	5.0	10	9.0	-2.2	-0.1	97.6	5.0	96.3	0.0	8	9.0
Cc1nc(Oc2cccc(Cl)c2)c2oc3ccccc3c2n1	-6.0	11	-5.0	1.0	0.1	100.5	3.0	103.5	-1.0	6	-7.0
C=CCn1c(-c2ccc(Cl)cc2)c[nH]c1=S	4.0	52	3.0	0.1	-0.2	111.1	3.0	110.5	-8.0	3	4.0
CCCCC(CC)CNC(=O)C1CCCN(S(=O)(=O)c2cnc[nH]2)C1 (stereo unspecified)	-2.0	13	-3.0	0.5	-0.1	96.2	-1.0	95.9	-4.0	6	-7.0
CCCCNC(=O)c1ccc2c(c1)ncn2C1CCCC1	-2.0	14	-1.0	2.9	0.5	101.9	-2.0	101.9	-1.0	16	-1.0
Cc1ccc2c(c1)C(c1ccc(F)cc1)N(C(=O)C1CC1)CC(=O)N2 (stereo unspecified)	-8.0	19	-3.0	1.4	0.6	98.7	-1.0	99.1	-3.0	6	-12.0

Screening data: PubChem BioAssay, NMMLSC
